Assay outcomes from PubChem BioAssay.
RNase H inhibition = RNase H inhibition, HIV 1 Gag Pol polyprotein, FRET biochemical assay, screening (AID 372). 0.77% of 100,000 active. HIV-1 RT RNase H, FRET RNA/DNA substrate fluorescence; higher % means a stronger effect. inhibition, % at 10 µM; hits with a dose series show IC50 in µM; in the data active means inhibition above about 50%
* = called active by the depositor. These rows are one share of the data, so the mix of outcomes need not match the whole.

Clc1ccc(OCCSc2nnnn2C2CCCCC2)cc1
  RNase H inhibition = 4.0%
CN1C(=O)C(=O)/C(=C(/O)c2ccccc2)C1c1ccc(I)cc1 (centres undefined)
  RNase H inhibition = 5.0%
O=C(c1ccccc1F)N1CCN(c2ccc(F)cc2)CC1
  RNase H inhibition = 15.0%
O=[N+]([O-])c1ccc(OCCCCCN2CCOCC2)cc1
  RNase H inhibition = 0.0%
Cc1cccc(N2C(=O)NC(=O)/C(=C/c3cccn3-c3ccc([N+](=O)[O-])cc3)C2=O)c1
  RNase H inhibition = 54.0%*
CCN1C(=O)c2cccc3c(NC(=O)c4ccc(Oc5ccccc5)cc4)ccc1c23
  RNase H inhibition = 8.0%
COc1ccc(NC(=O)C(=O)N/N=C/c2cc(OC)ccc2OC)cc1
  RNase H inhibition = 8.0%
Cc1cc(OCC(=O)Nc2ccc(C(C)C)cc2)ccc1Cl
  RNase H inhibition = 31.0%
O=[N+]([O-])c1ccc2[nH]c(O)c(N=Nc3cccc4cccnc34)c2c1
  RNase H inhibition = 2.0%
COc1ccc(/C=c2\sc3n(c2=O)CN(c2cccc(C(C)=O)c2)CN=3)cc1OC
  RNase H inhibition = 25.0%
CCC(=O)Nc1nc2ccc(OC)cc2s1
  RNase H inhibition = 1.0%
Nc1ccc2nn(-c3ccc([N+](=O)[O-])cc3)nc2c1
  RNase H inhibition = 2.0%
Cc1cc(C)cc(NC(=O)c2ccc([N+](=O)[O-])cc2)c1
  RNase H inhibition = 7.0%
CCOc1ccc(NC(=O)Nc2cccc3ccccc23)cc1
  RNase H inhibition = 5.0%
c1ncn(C23CC4CC(CC(C4)C2)C3)n1
  RNase H inhibition = 2.0%
O=C(N/N=C/c1ccc(Br)cc1)C12CC3CCC(CC(C3)C1)C2
  RNase H inhibition = 18.0%
CCOC(=O)c1cccc(-n2c(C)cc(C=C3C(=O)N(C)C(=S)N(C)C3=O)c2C)c1
  RNase H inhibition = 10.0%
O=C(Nc1cc(Cl)ccc1Cl)c1cccc(Cl)c1
  RNase H inhibition = 0.0%
O=C1/C(=C\c2ccc(-c3ccc(Cl)c(Cl)c3)o2)SC(=S)N1c1cccc(Cl)c1
  RNase H inhibition = 0.0%
Cc1ccccc1/C=N/NC(=O)c1ccccc1I
  RNase H inhibition = 3.0%
COc1ccc(N(CC(=O)O)S(=O)(=O)c2ccccc2)cc1
  RNase H inhibition = 0.0%
O=C1CC(=O)N2N=C(Cc3ccccc3)SC2=N1
  RNase H inhibition = 5.0%
CC(=O)N/N=C(\C)c1ccc(C(C)(C)C)cc1
  RNase H inhibition = 8.0%
NC(=O)c1ccccc1NS(=O)(=O)Cc1ccccc1
  RNase H inhibition = 14.0%
O=C(NCCc1ccccc1)c1cc2n(n1)C(C(F)(F)F)CC(c1cccs1)N2 (centres undefined)
  RNase H inhibition = 5.0%

Cc1cccc(NC(=O)c2cccc(F)c2)c1C
  RNase H inhibition = 18.0%
CCCCCCCC(=O)N/N=C/c1cc2c(cc1Br)OCO2
  RNase H inhibition = 36.0%
CCOc1ccc(-c2cn3c4ccccc4n(CCN(CC)CC)c3n2)cc1
  RNase H inhibition = 10.0%
COC(=O)C1=C(C(=O)OC)C2(OC1c1ccccc1C)C(=O)c1ccccc1C2=O (centres undefined)
  RNase H inhibition = 12.0%
COc1cccc(/C=C2/SC(N)=NC2=O)c1O
  RNase H inhibition = 8.0%
COC(=O)c1ccc(CSc2nc3sc4c(c3c(=O)n2C)CCCC4)cc1
  RNase H inhibition = 6.0%
Cc1ccc(-c2nc3cc(NC(=O)COc4cccc(C)c4C)ccc3o2)cc1
  RNase H inhibition = 18.0%
Cc1cccc(N=Cc2c(O)n(-c3ccccc3C)c(=S)[nH]c2=O)c1
  RNase H inhibition = 5.0%
O=C(N/N=C/c1c(F)cccc1Cl)c1ccc(O)cc1O
  RNase H inhibition = 5.0%
Cc1cccc(OCC(=O)NCc2cccnc2)c1
  RNase H inhibition = 5.0%
CCOc1c(Cl)cc(C2C3=C(CC(C)(C)CC3=O)NC3=C2C(=O)CC(C)(C)C3)cc1OC
  RNase H inhibition = 13.0%
COc1cc(C(=O)Nc2cccc(NC(=O)c3ccccc3)c2)ccc1OCc1ccc(Cl)cc1
  RNase H inhibition = 3.0%
Cc1c[n+]2ccsc2n1Cc1ccccc1C#N
  RNase H inhibition = 8.0%
COc1ccc(Cl)cc1NC(=O)c1cccc(F)c1
  RNase H inhibition = 0.0%
Cc1ccc(NC(=O)CN(c2ccc(Cl)cc2)S(C)(=O)=O)cc1C
  RNase H inhibition = 13.0%
COc1ccc(C(=O)N2CCN(C(=O)COc3ccccc3)CC2)cc1
  RNase H inhibition = 1.0%
Cc1cccc2c1=NC(=O)C=2c1sc(=Nc2ccccc2)n(-c2ccccc2)c1O
  RNase H inhibition = 11.0%
Cc1ccsc1/C=N/NC(=O)/C(=C\c1ccc2c(c1)OCO2)NC(=O)c1ccccc1
  RNase H inhibition = 12.0%
CCOC(=O)C1=CN(c2ccc(C)c(C)c2)C=C(C(=O)OCC)C1c1ccc(OC)cc1
  RNase H inhibition = 11.0%
O=C(O)C1CCCCC1C(=O)N1CCCCC1 (centres undefined)
  RNase H inhibition = 0.0%
CCOC(=O)C1=C(O)c2ccccc2C(=O)/C1=C\c1ccc(CC)cc1
  RNase H inhibition = 4.0%
Cc1ccc(C(=O)Nn2c(O)c(C3=c4ccccc4=NC3=O)sc2=S)cc1
  RNase H inhibition = 21.0%
CN1CCN(C(=O)/C(=C/c2cccc([N+](=O)[O-])c2)NC(=O)c2cccs2)CC1
  RNase H inhibition = 3.0%
Cc1cc(C)cc(NC(=O)C(=O)NCc2ccncc2)c1
  RNase H inhibition = 0.0%
Cc1ccc(C2CC(C(F)(F)F)n3nc(C(=O)N4CCN(c5ccc(F)cc5)CC4)c(Cl)c3N2)cc1 (centres undefined)
  RNase H inhibition = 13.0%

Some of these compounds in order of molecular weight, rising.
O=C(N/N=C/c1ccc(Br)cc1)C12CC3CCC(CC(C3)C1)C2
  RNase H inhibition = 18.0%
CN1CCN(C(=O)/C(=C/c2cccc([N+](=O)[O-])c2)NC(=O)c2cccs2)CC1
  RNase H inhibition = 3.0%
COC(=O)C1=C(C(=O)OC)C2(OC1c1ccccc1C)C(=O)c1ccccc1C2=O (centres undefined)
  RNase H inhibition = 12.0%

Not a retest: 5 of the compounds above.
Clc1ccc(OCCSc2nnnn2C2CCCCC2)cc1
  RNase H inhibition = 4.0%
CN1C(=O)C(=O)/C(=C(/O)c2ccccc2)C1c1ccc(I)cc1 (centres undefined)
  RNase H inhibition = 5.0%
O=C(c1ccccc1F)N1CCN(c2ccc(F)cc2)CC1
  RNase H inhibition = 15.0%
O=[N+]([O-])c1ccc(OCCCCCN2CCOCC2)cc1
  RNase H inhibition = 0.0%
Cc1cccc(N2C(=O)NC(=O)/C(=C/c3cccn3-c3ccc([N+](=O)[O-])cc3)C2=O)c1
  RNase H inhibition = 54.0%*

Going on with the list:
COc1ccccc1-n1c(SCC(=O)c2ccccc2)nc2ccccc2c1=O
  RNase H inhibition = 30.0%
COc1cccc(N(CC(=O)Nc2ccc(Cl)cc2)S(=O)(=O)c2ccccc2)c1
  RNase H inhibition = 17.0%
CCOC(=O)c1[nH]c(=O)[nH]c1CSc1nc(C)cc(C)n1
  RNase H inhibition = 32.0%
CCCOc1ccc(C(=O)NCCN2CCOCC2)c(O)c1
  RNase H inhibition = 14.0%
CC(C)Cn1nc(-c2ccccc2)c2ccccc2c1=O
  RNase H inhibition = 18.0%
O=C1NC(=O)N(c2ccccc2)C(=O)/C1=C/c1cccn1-c1ccc(Br)cc1
  RNase H inhibition = 29.0%
Cc1sc2nc(SC/C=C/c3ccccc3)n(-c3ccccc3)c(=O)c2c1C
  RNase H inhibition = 16.0%
COc1cc(/C=N/NC(=O)C(O)(c2ccccc2)c2ccccc2)cc(OC)c1OC
  RNase H inhibition = 1.0%
O=C1Nc2ccccc2/C1=c1/sc2n(c1=O)CCN=2
  RNase H inhibition = 46.0%
CC(=O)N/N=C/c1cccc(I)c1
  RNase H inhibition = 0.0%
CC(C)(C)C1CCc2c(sc(NC(=O)/C=C/c3ccco3)c2C(N)=O)C1 (centres undefined)
  RNase H inhibition = 1.0%
O=C(NCc1ccccc1)C1CC(=O)N(c2ccc(F)cc2)C1 (centres undefined)
  RNase H inhibition = 5.0%
Cc1cccc(C)c1NC(=O)NC1CCCCC1
  RNase H inhibition = 8.0%
CCOC(=O)C1=C(C)N=C2SCC(=O)N2C1c1ccc(OC)c(Br)c1 (centres undefined)
  RNase H inhibition = 9.0%
Cc1cc(Nc2cccc(C(=O)O)c2)n2ncnc2n1
  RNase H inhibition = 5.0%
c1ccc(COc2ccc(CN3CCc4ccccc4C3)cc2)cc1
  RNase H inhibition = 11.0%
O=C(CSc1nnc(CCCN2C(=O)c3cccc4cccc(c34)C2=O)n1-c1ccccc1)NCc1ccccn1
  RNase H inhibition = 14.0%
CC(=O)Nc1ccc(S(=O)(=O)Nc2ccc(C)cc2C)cc1
  RNase H inhibition = 0.0%
CNc1ccc2c(O)cc(S(=O)(=O)O)cc2c1
  RNase H inhibition = 12.0%
COc1ccc(-c2csc(-n3[nH]c(-c4ccc([N+](=O)[O-])cc4)c(N=Nc4cccc(C(=O)O)c4)c3=O)n2)cc1
  RNase H inhibition = 5.0%
O=S1(=O)CCC(NS(=O)(=O)c2cccc3cccnc23)C1 (centres undefined)
  RNase H inhibition = 2.0%
C=CCc1cccc(/C=N/NC(=O)c2cccc([N+](=O)[O-])c2)c1O
  RNase H inhibition = 9.0%
O=C(c1ccc(F)cc1)N1CCN(C(=O)c2cccc(Cl)c2)CC1
  RNase H inhibition = 4.0%
Cc1ccc(S(=O)(=O)N(CC(=O)N2CCN(c3ccccc3)CC2)c2ccccc2Cl)cc1
  RNase H inhibition = 0.0%
Cc1ccc(S(=O)(=O)N(CC(N)=O)c2cccc(Cl)c2C)cc1
  RNase H inhibition = 8.0%

O=C(Nc1ccc([N+](=O)[O-])cc1Cl)c1cc(-c2ccc(Br)cc2)nc2ccccc12
  RNase H inhibition = 11.0%
CCOc1c(Br)cc(/C=C2/C(=O)NN(c3ccc(C)c(C)c3)C2=O)cc1OC
  RNase H inhibition = 22.0%
O=C1NC(=S)S/C1=C/c1cccc(OCc2ccc(Cl)c(Cl)c2)c1
  RNase H inhibition = 4µM*
CCOc1ccc(Br)cc1/C=C/c1[nH]c(=O)[nH]c(=O)c1[N+](=O)[O-]
  RNase H inhibition = 2.0%
COc1cccc(-n2c(C)c(C(C)=O)c(C(C)=O)c2C)c1
  RNase H inhibition = 0.0%
COc1ccccc1C1CC(c2ccc(C)cc2)=NN1C(C)=O (centres undefined)
  RNase H inhibition = 2.0%
Oc1ccccc1C=Nc1ccc2c(c1)ncn2CCn1cnc2cc(N=Cc3ccccc3O)ccc21
  RNase H inhibition = 7.0%
COc1cccc(N2C(=O)/C(=C\c3cn(Cc4ccccc4)c4ccccc34)C(=O)NC2=S)c1
  RNase H inhibition = 20.0%
O=C(CN1CCSCC1)N/N=C/c1ccc(Cl)c(Cl)c1
  RNase H inhibition = 1.0%
CC(CNC(=O)c1cccs1)CN(C)C (centres undefined)
  RNase H inhibition = 7.0%
N/C(=N\OC(=O)/C=C/c1ccccc1)c1ccccn1
  RNase H inhibition = 3.0%
O=S(=O)(c1ccc(Cl)cc1)N1CCN(Cc2cccc3ccccc23)CC1
  RNase H inhibition = 10.0%
Cc1ccc(S(=O)(=O)N(C)CCCC(=O)Nc2cccc(C)c2C)cc1
  RNase H inhibition = 11.0%
CCCN1C/C(=C\c2ccc([N+](=O)[O-])cc2)C(=O)/C(=C/c2ccc([N+](=O)[O-])cc2)C1
  RNase H inhibition = 20.0%
CCCCOc1ccc(C(=O)NC(=S)Nc2ccc(OC)cc2)cc1
  RNase H inhibition = 16.0%
COc1cccc(/C=C2/SC(=S)N(CCC(=O)Nc3c(C)n(C)n(-c4ccccc4)c3=O)C2=O)c1
  RNase H inhibition = 14.0%
O=C1C(=O)N(Cc2cccnc2)C(c2ccc(Cl)cc2Cl)/C1=C(\O)c1ccccc1 (centres undefined)
  RNase H inhibition = 0.0%
COC(=O)c1c(C)oc2ccc(OC(=O)c3c(C)oc4ccc(OC(C)=O)cc34)cc12
  RNase H inhibition = 0.0%
Cc1cccc(C(=O)N(C(C)C)C(C)C)c1
  RNase H inhibition = 3.0%
CC1(C)NN(c2ccccc2)C(=S)N1c1ccccc1
  RNase H inhibition = 22.0%
CCCCCCCc1ccc(-c2nnc(-c3ccc(C4CCC(CCCCC)CC4)cc3)o2)cc1 (centres undefined)
  RNase H inhibition = 9.0%
COc1cc(CN2CCN(Cc3ccc4c(c3)OCO4)CC2)cc(OC)c1
  RNase H inhibition = 7.0%
Cc1ccc(N(Cc2ccc(C(=O)N/N=C/c3cc(Br)c(C)o3)cc2)S(C)(=O)=O)cc1C
  RNase H inhibition = 19.0%
Cn1c(Sc2nc3ccc([N+](=O)[O-])cc3s2)nc2sc3c(c2c1=O)CCCC3
  RNase H inhibition = 6.0%
CCc1ccc(/C=C2/Sc3ccccc3C2=O)cc1[N+](=O)[O-]
  RNase H inhibition = 8.0%

Looked up by compound from the entries so far (four):
O=C(c1ccc(F)cc1)N1CCN(C(=O)c2cccc(Cl)c2)CC1
  RNase H inhibition = 4.0%
COc1ccccc1-n1c(SCC(=O)c2ccccc2)nc2ccccc2c1=O
  RNase H inhibition = 30.0%
CCC(=O)Nc1nc2ccc(OC)cc2s1
  RNase H inhibition = 1.0%
Cc1cccc(C(=O)N(C(C)C)C(C)C)c1
  RNase H inhibition = 3.0%

Later entries
Cc1oc2cc([N+](=O)[O-])c(O)c([N+](=O)[O-])c2c1C(=O)c1ccc(Br)cc1
  RNase H inhibition = 9.0%
Nc1ccc(-c2ccc(S(=O)(=O)c3ccc(-c4ccc(N)cc4)cc3)cc2)cc1
  RNase H inhibition = 13.0%
N#Cc1c(N)sc2c1CCCCC2
  RNase H inhibition = 12.0%
N#CC1=C(N)OC2=C(C(=O)c3ccccc3C2=O)C1c1ccc2ccccc2c1 (centres undefined)
  RNase H inhibition = 15.0%
Cc1ccc(NC(=O)C(=O)N/N=C/c2ccc3c(c2)OCO3)cc1
  RNase H inhibition = 5.0%
COc1cc(CN2CCN(C3CCCC3)CC2)cc(OC)c1OC
  RNase H inhibition = 5.0%
COc1ccc(Br)cc1C(=O)Nc1ccc(N2CCOCC2)cc1
  RNase H inhibition = 2.0%
CCOCC(O)CSc1nc2ccccc2o1 (centres undefined)
  RNase H inhibition = 4.0%
